# High-throughput results from PubChem.
# Growth percent in the NCI-60 one-dose screen (48 h, 10 µM unless noted): 100 = growth as untreated, 0 = no growth, -100 = all killed.
# HL-60(TB) – HL-60(TB) leukemia cells | actives 9% (n = 78,000) | AID 1794776; active = growth percent below 10
# * marks the source's active call; other numbers are inactive results; & = joins results of further samples. Not all compounds are listed; rates above refer to the full screens.
item	canonical_smiles	HL-60(TB)
1	COc1ccc2c(c1)sc1nc(-c3ccc(Br)cc3)cn12	80.7
2	O=C(CCC1CCCC1)c1ccccc1	99.6
3	COc1ccc(-c2cc(-c3ccccc3)nn(CC(=O)N3CCN(c4ccc(F)cc4)CC3)c2=O)cc1	96.5
4	Cc1ncc(C)c2c([N+](=O)[O-])cccc12	113.7
5	O=C(Nc1ccc(Cl)cc1)P(=O)(O)c1ccccc1	56.1
6	CN(C)c1ccc(Cc2cc(-c3ccccc3)nn(C/C(=N/O)c3ccccc3)c2=O)cc1	54.3
7	CC1=C[C@H]2C[C@H](C)[C@H]3CC[C@H](C)C4=C3[C@@H](OC4=O)[C@@]2(C)C1	122.3
8	CC1(C)O[C@@H]2CC3C4CCC5=CC(=O)CCC5(C)C4(F)C(O)CC3(C)[C@]2(C(=O)CCl)O1 (stereo partly drawn)	107.3
9	COC(=O)[C@@]1(C)CC[C@]2(C)CC[C@]3(C)[C@@H](NC(=O)C[C@@H]4[C@@]5(C)CCC(=O)NC(C)(C)[C@@H]5CC[C@]43C)[C@@H]2C1	70.6
10	OCC(O)Cc1ccc2c(c1)OCO2 (stereo not drawn)	82.6
11	CCCCOC(=O)Cn1c(=O)c2nc3cc(-c4ccc(F)cc4)oc3nc2n(C)c1=O	96.5
12	Cc1nnc(SCc2nc3sc4c(c3c(=O)[nH]2)CCCC4)s1	94.4
13	CS(=O)(=O)c1cccc(-c2c(-c3cccc(OCc4ccccc4)c3)nc3sccn23)c1	95.4
14	CCC(C)c1c(NC(=O)c2ccccc2)o[nH]c1=O (stereo not drawn)	102.5
15	Nc1ccccc1Nc1ccc([N+](=O)[O-])c2nonc12	90.0
16	C#CCN(C)CCCOc1ccc(N(CC)C(=O)c2cc(C(C)C)c(O)cc2O)cc1Cl	-63.8*
17	CCC(=O)Nc1cc(C)ccc1C	103.7
18	O=C(CCC(=O)Oc1c(Cl)cc(Cl)cc1[N+](=O)[O-])Oc1c(Cl)cc(Cl)cc1[N+](=O)[O-]	103.7
19	CCCn1cnc2c(NCc3ccc(C)s3)nc(N[C@H](CC)CO)nc21	110.8
20	O=C(CCCCCCC(=O)Nc1ccc(N(CCCl)CCCl)cc1)NO	18.4
21	O=C(CSc1nnnn1-c1ccccc1)c1cc2cc(Br)cc(Br)c2oc1=O	116.9
22	Nc1nnnc2nc[nH]c12	-4.6*
23	CCCCN(CCCC)CCNc1ccc(Cl)c2oc3cc(C)ccc3c(=O)c12	112.0
24	Cc1ccc2c(C)ccc(C)c2c1	102.9
25	O=C(/C=C\c1ccccc1)NCCNC(=O)/C=C/c1ccccc1	113.9
26	CC(C)(O)CNC1CCCCC1	102.7
27	COc1ccc(/C=C/C(=O)c2ccc(NC(=O)N3CCN(c4cc5c(cc4F)c(=O)c(C(=O)O)cn5C4CC4)CC3)cc2)cc1OC	99.3
28	CCN(CC)C(=O)c1cccc2c1OCO2	88.5
29	Nc1ccc(C(=O)c2cccs2)cn1	93.7
30	COC(=O)c1cccc2c1CC[C@@H](C)[C@]21C[C@@H](c2ccoc2)OC1=O	87.1

# Part of the list above in a different format.
18	O=C(CCC(=O)Oc1c(Cl)cc(Cl)cc1[N+](=O)[O-])Oc1c(Cl)cc(Cl)cc1[N+](=O)[O-]
  HL-60(TB): 103.7
20	O=C(CCCCCCC(=O)Nc1ccc(N(CCCl)CCCl)cc1)NO
  HL-60(TB): 18.4

# The list goes on.
item	canonical_smiles	HL-60(TB)
31	NC1=CC(=O)C(=O)c2cccnc21	106.1
32	CS(=O)(=O)c1ccc(-n2nc(C(=O)NCc3ccccc3)cc2-c2ccccc2)cc1	83.2
33	NC(=O)c1cc(Cl)nc2nc(Cl)nc(N)c12	101.4
34	Nc1nc(-c2ccc(Br)cc2)nn1-c1nc2ccccc2s1	99.0
35	CCN(CC)C(=O)C1CCN(C)CC1	86.1
36	COc1ccc(-c2c(C#N)c(-c3ccc(Cl)cc3)nc3c2c(-c2ccccc2)nn3-c2ccccc2)cc1	97.5
37	N#Cc1c(N)nc2c3c(N)n4c(nc3nn2c1=Nc1ccc(Cl)cc1)sc1cc([N+](=O)[O-])ccc14	120.9
38	CCCCCCOc1ccc(/C(C)=N/Nc2cc(C)nc3ccc(Br)cc23)cc1	68.1
39	O=C(O)c1cccc(Br)c1	98.8&103.7
40	N#C/C(=C\c1ccc(Cl)cc1Cl)C(=O)N1c2ccccc2Sc2ccccc21	80.2
41	COc1ccc(-c2cc(-c3ccc(Cl)cc3)nc3nc(NN)[nH]c(=O)c23)cc1	89.6
42	O=C(O)Cc1nnc(CCC(=O)c2nc3ccccc3[nH]2)o1	118.4
43	O=C(N=Nc1c(O)[nH]c2ccccc12)c1cc2ccccc2[nH]1	93.4
44	O=C(CCc1nnc2sc(CCl)nn12)c1nc2ccccc2[nH]1	108.9
45	Cc1cccc(-c2nc(Nc3ccc(S(N)(=O)=O)cc3)c3ccccc3n2)c1	90.3
46	CCCCCOC(=S)S	104.4
47	O=C(O)c1ccccc1Nc1cccc2c1C(=O)c1cccc(Nc3ccccc3C(=O)O)c1C2=O	121.5
48	N#CCCNCCC#N	99.2
49	COc1cc(C2CCc3nc4ccccc4n32)cc(OC)c1OC (stereo not drawn)	135.6
50	Cc1ccc(-c2nnc3c4ccccc4c(C)nn23)cc1S(N)(=O)=O	171.3
51	COC(=O)/C=C/c1ccc(OC)cc1	53.8
52	S=c1[nH]c(=S)c2c(-c3ccccc3)c(-c3ccccc3)oc2[nH]1	94.9
53	c1ccc2c(c1)C[C@@H](c1c[nH]c3ccccc13)c1[nH]c3ccccc3c1[C@H]2c1c[nH]c2ccccc12	76.7
54	O=C(O)CCCCCNC(=O)c1nc(-c2ccccc2)n(-c2ccc([N+](=O)[O-])cc2)n1	107.4
55	Cc1nc(/N=C(\N)NC(=O)Nc2cccc([N+](=O)[O-])c2)sc1C	39.5
56	O=C1NCC(=O)N2[C@@H](c3ccccc3)SC[C@@H]12	99.5
57	CCN(CC)c1ncnc2c1nnn2C	75.3
58	C#Cc1cccc(Nc2ncnc3ccc(-c4cnc(N)nc4)cc23)c1	34.2
59	CC(C)(C)[N+](Cc1ccccc1)(Cc1ccccc1)Cc1ccccc1	100.3
60	O=c1[nH]cc(C(F)(F)F)c(=O)[nH]1	105.9
61	O=C(c1nc2ccccc2[nH]1)C1C(c2ccco2)C2CC3CCCCC3N2[C@@]12C(=O)Nc1cc(Cl)ccc12 (stereo partly drawn)	70.6
62	CSc1nnc(-c2cc(-c3ccccc3)nc3ccccc23)n1-c1ccccc1	90.3
63	COc1ccc(N2C(=O)c3cc(OC)c(OC)cc3NC2SCc2ccccc2)cc1 (stereo not drawn)	110.0
64	Clc1ccc(-c2nn(-c3ccccc3)cc2-c2nc3ccccc3o2)cc1	108.9
65	CC(C)OC(=O)Nc1cccc(F)c1	103.5
66	CC1=C2CCCCC2CCC1=O (stereo not drawn)	104.4
67	O=C(Nc1ccc(-n2cc(-c3ccncc3)c(-c3ccc(Cl)c(O)c3)n2)cc1)Nc1cccc(Cl)c1Cl	98.3
68	Cc1ccc(-c2nc(N3CCN(C(=O)Nc4ccc(Cl)c(C(F)(F)F)c4)CC3)c3ccccc3n2)cc1	98.9
69	O=C1NC(=O)C(=Cc2cn(Cc3cn(Cc4cccc5ccccc45)nn3)c3ccccc23)C(=O)N1	92.0
70	O=C1Nc2ccc(F)cc2/C1=C/c1cccc(OCc2ccccn2)c1	7.9*
71	COc1ccc(NC(=O)Nc2ccc(OCCCCCC(=O)Nc3ccccc3O)cc2)cc1	89.3
72	Cc1csc(/N=C/c2ccc([N+](=O)[O-])o2)n1	97.5
73	Cn1c(=O)[nH]c(=O)c2nc(CCC(=O)NCCCC(=O)O)c(=O)[nH]c21	100.1
74	O=C(O)CCn1c2ccccc2c2ccccc21	83.1
75	N#CC1=C(N)Oc2c(ccc3ccccc23)C1c1cccs1 (stereo not drawn)	-29.6*
76	COc1cc(-c2nc(-c3ccccc3)[nH]c2-c2ccnc(NCCCNS(=O)(=O)c3ccc(Cl)cc3)n2)ccc1F	82.1
77	Cc1nc2c(C)c(C(=O)Nc3cccc(C(F)(F)F)c3)sc2c(=O)[nH]1	114.2
78	NCCNc1nc2ccccc2c2c(=O)c3cc(F)cc(F)c3sc12	101.0
79	O=C(CC(O)c1ccncc1)c1ccccc1 (stereo not drawn)	100.5
80	COc1ccc(C2=C(c3ccccc3)C(c3ccccc3)=C(c3ccc(OC)cc3)C2=O)cc1	104.9
81	Cc1cc(C)cc(Oc2ccc(Nc3ncnc4onc(-c5ccccc5)c34)cc2)c1	100.0
82	CC(=O)OCC1OC(n2ccc(=S)[nH]c2=O)C(OC(C)=O)C1OC(C)=O (stereo not drawn)	105.1
83	O=C1/C(=C/c2cc3cc4c(cc3nc2Cl)OCO4)SC(=S)N1CCc1ccc(O)cc1	80.0
84	COc1ccc(/C=C/C(=O)c2cccc(OCCCCOc3cccc(C(=O)/C=C/c4ccc(OC)cc4)c3)c2)cc1	98.1
85	CC(C)(C)OC(=O)/C=C/c1cccc2c1C(=O)NC(C)(c1cc3cc4ccccc4cc3oc1=O)N2 (stereo not drawn)	76.8
86	O=C1CC23c4ccccc4N4C(=O)CC5OCC=C6CN1C2CC6C5C43 (stereo not drawn)	77.4
87	O=C(O)c1cn(C2CC2)c2cc(N3CCN(C(=O)CSc4nnc(-c5ccc(Cl)cc5)n4-c4ccccc4)CC3)c(F)cc2c1=O	91.1
88	CC(C)(C)C(=O)/C=C/c1cccc(F)c1	114.5
89	COc1ccc(/C=N\NC(=O)c2ccncc2)cc1	94.1
90	C#C[C@]1(O)CC[C@H]2[C@@H]3CC=C4c5nc(Nc6ccccc6[N+](=O)[O-])sc5CC[C@]4(C)[C@H]3CC[C@@]21C	77.7

# New compounds follow.
item	canonical_smiles	HL-60(TB)
91	O=C(COc1ccc(NC(=O)Nc2ccc(Cl)cc2)cc1)N/N=C/c1ccc(O)cc1	82.2
92	COCCOCn1c(N(C)C)c(C#N)c2c(N)ncnc21	95.6
93	CCOc1ccc2nc(N(Cc3ccc(C(C)C)cc3)C(C)=O)sc2c1	101.7
94	CCC(=O)OC(C)COc1ccc(C(C)(C)C)cc1 (stereo not drawn)	98.5
95	[O-][N+](=C(c1ccccc1)c1ccccc1)c1ccccc1	99.0&103.6
96	CCOC(=O)CCC(NC(=O)CCCCSc1ncnc2nc[nH]c12)C(=O)OCC (stereo not drawn)	100.1
97	COc1ccc(-c2[nH]c3ccccc3c2/C=C(\C#N)S(=O)(=O)c2ccccc2)cc1	-28.4*
98	Oc1ccccc1/C=N/c1[nH]c(=S)nc2oc(-c3ccccc3)c(-c3ccccc3)c12	84.9
99	CC(C)(Cl)C1CCC(CC(Cl)(Cl)Cl)CC1 (stereo not drawn)	99.7
100	C#C[C@@]1(O)[C@@H](CO)O[C@@H](n2cc(I)c3c(N)ncnc32)[C@@H]1O	-56.6*
101	COc1cc(/C=N/NC(=O)c2ccc(C)nc2)cc(OC)c1OC	56.0
102	N=C(N)c1ccc(-c2ccc(Cl)cc2)cn1	100.7
103	COc1ccc2c(c1)OC(N)=C(C#N)C2c1ccc(F)cc1 (stereo not drawn)	-14.7*
104	CC(CCCCl)CNC(C)C (stereo not drawn)	102.2
105	O=C(O)CC1SC(=NNc2ncnc3ccccc23)N(c2ccccc2)C1=O (stereo not drawn)	101.6
106	O=C(Nc1ccc(-n2ccc3c(NC(=O)c4ccccc4)ncnc32)cc1)Nc1ccc(Cl)c(Cl)c1	62.1
107	COc1ccc(-c2cc(-c3ccc(Nc4nc(Nc5ccc(Cl)cc5)nc(Nc5ccc(Cl)cc5)n4)cc3)no2)cc1	-43.5*
108	O=C(O)c1ccc(NCn2nc(-c3cc(-c4ccccc4)nc4ccccc34)n(-c3ccccc3)c2=S)cc1	96.1
109	COc1cc(N)ccc1C#N	101.0
110	CN(C)CSCCO	79.1
111	CCN(CC)CCOc1ccc(C(=C(C)Cc2ccc(OC)cc2)c2ccc(OCCN(CC)CC)cc2)cc1	-42.3*
112	O=C(CSc1nc(O)c(Cc2ccccc2)c(=O)[nH]1)Nc1ccc2ccccc2c1	89.3
113	COc1cc(-c2csc(NC(=O)c3cc(-n4cnc(C)c4)cc(C(F)(F)F)c3)n2)cc(OC)c1OC	61.0
114	FC(F)(F)c1cc(CNc2nc(Cl)ncc2Br)cc(C(F)(F)F)c1	85.2
115	CCCCCCCCCCCCCCCCCCNc1c(Cl)c(N=NC(N)=S)c2ccccc2c1NNC(N)=S	81.3
116	O=C(c1ccc(Cl)cc1)c1cccc(O)c1	106.0
117	CN1CCN(Cc2ccc(NC(=O)c3cncc(C#Cc4cnc5ccc(OCC(C)(C)O)nn45)c3)cc2C(F)(F)F)CC1	1.9*
118	CCOC(=O)n1cc(-c2nonc2-c2cn(C)c3ccc(OC)cc23)c2cc(F)ccc21	99.7
119	OCCN(CCO)C(=S)S	104.2
120	COc1ccc2c(c1)C(=O)/C(=C/c1ccccn1)CC2	75.5
121	C/C(=N/N=C(N)N)c1cccc(O)c1	79.7
122	Brc1ccc(N/N=C/c2ccc(-n3cccn3)cc2)cc1	111.7
123	O=[N+]([O-])c1cc([N+](=O)[O-])c(NN=C(c2ccc(O)cc2)c2ccc(O)cc2)cc1Cl	12.7
124	CC(=O)N1N=C(N)SC1c1ccc(Cl)c(Cl)c1 (stereo not drawn)	76.2
125	O=C(/C=C/c1cc([N+](=O)[O-])ccc1Cl)c1ccccc1	61.7
126	Cc1cc(Nc2ccc3ccccc3c2)n2ncnc2n1	119.5
127	Cc1ccc(/C(=N\N=C(N)N)c2ccccc2)cc1	-41.6*
128	COc1cccc(NC(=O)Nc2ccc(Nc3ncnc4[nH]c(C)c(C)c34)cc2)c1	103.6
129	Clc1ccc(C2=NN(c3ccc(Cl)cc3)C(c3ccc(Cl)cc3)C2)cc1 (stereo not drawn)	100.0
130	CCNC(C)(C)C(SSS)c1ccco1 (stereo not drawn)	88.8
131	O=C(CCCCC(=O)N/N=C\c1ccccc1O)N/N=C\c1ccccc1O	4.4*

# Structures listed so far containing a tert-butyl group (4):
item	canonical_smiles	HL-60(TB)
59	CC(C)(C)[N+](Cc1ccccc1)(Cc1ccccc1)Cc1ccccc1	100.3
85	CC(C)(C)OC(=O)/C=C/c1cccc2c1C(=O)NC(C)(c1cc3cc4ccccc4cc3oc1=O)N2 (stereo not drawn)	76.8
88	CC(C)(C)C(=O)/C=C/c1cccc(F)c1	114.5
94	CCC(=O)OC(C)COc1ccc(C(C)(C)C)cc1 (stereo not drawn)	98.5
